# Screens from PubChem.
# TDP2 inh – TDP2 (human) inhibition, absorbance primary screen; O95551; AID 720702; recombinant TDP2, T5PNP hydrolysis, p-nitrophenol absorbance 415 nm; actives 0.34% (n = 370,000); inhibition, % at 12.8 µM;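 active = inhibition above the mean of all tested compounds plus 3 SD, set per campaign, cut at about 25% in these data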;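 note: 0% = DMSO with enzyme and 100% = buffer with substrate but no TDP2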
# Target sequence (O95551 whole entry, looked up): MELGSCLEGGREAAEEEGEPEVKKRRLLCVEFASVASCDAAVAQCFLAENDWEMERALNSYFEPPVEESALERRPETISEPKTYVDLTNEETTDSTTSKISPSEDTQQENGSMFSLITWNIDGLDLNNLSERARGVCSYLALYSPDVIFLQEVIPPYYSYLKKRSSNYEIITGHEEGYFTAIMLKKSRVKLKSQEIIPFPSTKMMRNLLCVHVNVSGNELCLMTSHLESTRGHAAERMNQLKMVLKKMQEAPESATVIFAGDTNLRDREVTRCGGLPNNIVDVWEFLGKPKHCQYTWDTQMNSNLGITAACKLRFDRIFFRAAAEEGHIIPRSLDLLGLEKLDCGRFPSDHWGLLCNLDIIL
#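 Incubation: 2 h at 37 °C; Test system: recombinant human TDP2; Quantity: enzyme 120 nM; Read-out basis: percent inhibition; Medium: 50 mM Tris-HCl pH 7.5 with Mg2+, KCl, DTT, BSA; Repeats: single replicate; Compound: 12.8 µM single point, 1% DMSO; Signal: epi absorbance; Reagent: 5 mM T5PNP chromogenic substrate; Benchmarks: no-enzyme high, DMSO-plus-enzyme low.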
# UHRF1 binding – human UHRF1 methylated DNA binding inhibitors; Q96T88; UHRF1 binding to methylated oligo, TR-FRET; inhibition, % at 4.4 µM; actives 0.75% (n = 370,000); AID 687016; in the data active = inhibition above about 21%;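 note: UHRF1 SRA domain binding a hemimethylated CpG hairpin DNA probe; 0% = median of test compound wells and 100% = reference inhibitor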
# LEDGF integ inh – blocks HIV-1 LEDGF/p75-dependent DNA integration; TR-FRET IN-LEDGF/p75 DNA integration, Eu/Cy5; inhibition, % at 3.7 µM; actives 0.64% (n = 370,000); AID 743269;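 active = inhibition above the screen-wide mean plus 3 SD, cut at about 13% in these data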;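 note: signal is the Cy5 over europium emission ratio at 671 and 618 nm; 0% = plate median of compound wells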
# TCR-CD3 inh – human TCR-CD3 binding inhibition | inhibition, % at 9.4 µM | TAMRA-labeled TCR probe fluorescence, biochemical | actives 0.37% (n = 360,000); in the data active = inhibition above about 19%;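 note: recombinant mutant TCR 2C K166C tagged with TAMRA read by polarization; 0% = receptor in buffer alone and 100% = receptor with positive control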
# ABHD4 inh – ABHD4 (mouse) inhibition, primary FP screen; Q8VD66; AID 720543; purified mABHD4, FP-Rh probe fluorescence polarization; actives 0.54% (n = 370,000); inhibition, % at 8.92 µM;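 active = inhibition exceeding the mean over every tested compound plus 3 SD, cut at about 30% in these data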;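 note: 0% = plate median of compound wells and 100% = S159A mutant with DMSO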
#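 Assay system: mABHD4 protein; medium: HEPES pH 7.0, NaCl, Pluronic buffer; dosing: 8.92 µM, single dose; schedule: 45 min + 60 min at 25 °C; signal: FP readout, ex 525 nm / em 598 nm; read-out: normalized percent inhibition of probe labeling; repeats: single replicate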
# PG9 Ab binder – PG9 antibody binding by small molecule; TR-FRET gp120-PG9 antibody binding; inhibition, % at 6.7 µM; actives 0.43% (n = 360,000); in the data active = inhibition above about 8.5%
# PRMT1 FP inh – blocks human protein arginine methyltransferase 1 | Q99873 | recombinant PRMT1, activity-based probe fluorescence polarization | inhibition, % at 2.79 µM | actives 1.3% (n = 370,000) | AID 652257;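 active = inhibition above about 21% made by adding two undisclosed values, limit read from the data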
# HTRA1 inh – inhibitors of human serine peptidase HTRA1. Q92743. inhibition, % at 5.96 µM. recombinant HTRA1, FP-rhodamine activity-based probe, fluorescence polarization. actives 0.5% (n = 340,000); in the data active = inhibition above about 36%;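 note: 0% = enzyme with DMSO and 100% = wells lacking enzyme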
# DDE Tn7 FP inh – disrupts Tn7 cyclic peptide binding to fibrin D-Dimer-E complex. inhibition, % at 8.3 µM. FP displacement of FITC-Tn7 peptide from fibrin DD(E); 0% = median of compound wells per plate. P02675. actives 0.13% (n = 370,000);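 active = inhibition above the mean of compounds falling within the control limits plus 3 SD of them, cut at about 14% in these data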;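 note: 0% = plate median of compound wells and 100% = 10 µM Aha-Tn7 peptide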
#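 Test system – human fibrin DD(E) · Times – 10 min preincubation, 3 h with tracer, room temperature · Detection – fluorescence polarization of the labelled Tn7 tracer · Measure – percent inhibition normalized to high-control wells · Benchmarks – high control wells with 10 µM unlabelled Aha-Tn7 peptide (full inhibition) · Repeats – singlicate testing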
# SIAE inh – inhibitors of human sialic acid acetylesterase SIAE | actives 0.69% (n = 370,000) | SIAE FP-Rh probe binding, fluorescence polarization | inhibition, % at 9.66 µM | Q9HAT2;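 active = inhibition above a cutoff: mean of compounds within the control limits plus 3 SD of those, cut at about 17% in these data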;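 note: 0% = plate median of compound wells and 100% = probe without SIAE protein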
# Target sequence (Q9HAT2 whole entry, looked up): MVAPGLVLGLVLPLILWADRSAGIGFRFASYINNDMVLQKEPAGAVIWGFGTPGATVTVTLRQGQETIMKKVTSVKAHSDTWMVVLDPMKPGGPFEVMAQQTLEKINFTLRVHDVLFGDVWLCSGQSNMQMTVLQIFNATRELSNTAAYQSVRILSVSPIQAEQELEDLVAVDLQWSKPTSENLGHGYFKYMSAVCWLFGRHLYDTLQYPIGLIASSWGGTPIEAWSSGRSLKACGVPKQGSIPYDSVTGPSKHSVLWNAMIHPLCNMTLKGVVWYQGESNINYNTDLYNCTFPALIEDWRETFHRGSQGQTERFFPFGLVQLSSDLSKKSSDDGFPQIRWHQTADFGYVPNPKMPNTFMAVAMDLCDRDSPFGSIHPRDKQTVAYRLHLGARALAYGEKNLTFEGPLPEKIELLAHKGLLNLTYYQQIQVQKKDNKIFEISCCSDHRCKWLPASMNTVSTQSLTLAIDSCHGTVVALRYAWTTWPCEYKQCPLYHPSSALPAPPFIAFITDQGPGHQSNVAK
# * marks the source's active call; other numbers are inactive results; · = no result given.
SMILES,TDP2 inh,UHRF1 binding,LEDGF integ inh,TCR-CD3 inh,ABHD4 inh,PG9 Ab binder,PRMT1 FP inh,HTRA1 inh,DDE Tn7 FP inh,SIAE inh
Cc1nc(N2CCN(C)CC2)c2sc(=S)n(-c3ccccc3)c2n1,2,-2,1,5,2,1.0,1,-1,0,0
CC(c1nnc(SCC(=O)N(C)C2CCS(=O)(=O)C2)n1-c1ccccc1)N(C)C (centres undefined),5,14,0,3,0,-1.2,-3,-9,-3,1
C/C(=N\NC(N)=S)C1=CCC2C3CC[C@H]4CC(O)CC[C@]4(C)C3CC[C@]12C (some centres undefined),-8,1,-6,-3,-2,-0.5,5,-11,-6,1
CC(CCc1ccccc1)NCC#N (centres undefined),-5,-1,1,-1,-1,-2.1,1,14,2,3
Cc1nn(-c2ccccc2)c(-c2ccccc2[N+](=O)[O-])c1C(=O)O,3,4,6,-8,-10,2.9,7,·,4,-10
CC(C)(C)NC(=O)NC(=O)COC(=O)c1cc[n+]([O-])cc1,-2,4,-7,-6,4,0.1,3,4,-4,-7
O=C(CSc1nnc(NCc2ccccc2)s1)N1CCOCC1,-8,8,-6,-1,-11,0.0,7,-4,0,-3
Cc1cc(Oc2cc(N)cc([N+](=O)[O-])c2)ccc1Cl,3,1,0,-5,-4,-0.4,2,-2,-3,5
COc1ccc(Cl)cc1C(=O)NNC(=S)NC(=O)c1cc(-c2ccc(Cl)cc2)nc2ccccc12,-8,1,-1,2,-3,-1.6,0,4,-5,1
COc1ccc(C(=O)NNC(=O)C23CC4CC(CC(C4)C2)C3)cc1OC,-2,5,4,2,1,-1.9,-1,1,-5,0
Cc1ccc2oc(C(=O)Nc3cc(C)on3)c(C)c2c1,4,0,-4,-4,3,1.0,2,2,0,2
NC(=S)C1COc2ccccc2O1 (centres undefined),0,6,-4,-4,4,0.9,11,6,5,-1
CCOC(=O)[C@@H]1[C@H]2COc3ccc(Br)cc3[C@@H]2N2C(=O)N(c3ccc(Br)cc3)C(=O)[C@]12C,6,7,1,1,-10,0.7,0,1,0,-9
COc1ccccc1NC(=S)N(Cc1ccc(Cl)cc1)CC1CCC(C(=O)O)CC1 (centres undefined),-15,4,0,-1,0,0.8,-4,1,-7,-2
CNc1cc(-n2nc(C)cc2-c2ccccc2)ncn1,-1,1,1,-3,6,-1.0,1,-4,6,11
CCCCNC(=O)C(NC(=O)Cc1cc(OC)cc(OC)c1)C(=O)c1ccccc1 (centres undefined),6,0,-1,-1,-1,-0.1,2,·,0,0
NC(=O)C1CCN(C(=O)COc2ccc3c4c(c(=O)oc3c2)CCCC4)CC1,-8,-1,2,4,4,-1.0,0,-1,-10,3
CCc1nc2c(OCc3ccc(F)cc3)cccn2c1N(C)C(=O)c1ccncc1,3,-2,-4,5,10,-0.8,-3,·,-5,-1
COC(=O)C1CCN(C(=O)C2CC(=O)N(c3ccc(OC)cc3)C2c2ccc(OC)cc2)CC1 (centres undefined),2,-3,5,·,1,·,-2,·,-7,3
O=C(/C=C/[C@H]1O[C@@H](n2cnc3c(NC(=O)c4ccccc4)ncnc32)[C@H](O)[C@@H]1O)NCc1cccs1,-5,-1,-3,-4,-3,2.8,-6,·,-4,0
O=C(COc1ccc2ccc(=O)oc2c1)Nc1ccc(CN2CCOCC2)cc1,12,-1,1,4,-1,-0.9,-2,-5,2,9
COCc1c(C(=O)N2CCN(CCOc3ccccc3)CC2)oc2ccccc12,1,-1,-6,-1,5,1.3,0,-4,-3,1
Oc1ccc(N=Nc2c(O)ccc3ccccc23)cc1,-12,-1,-1,-10,19,-2.4,4,63*,-1,13
Cc1cccc(C)c1NC(=O)CN(C)C(=O)C1CC(=O)N(c2cccc3ccccc23)C1 (centres undefined),5,0,1,5,-3,-3.4,-5,6,2,7
COc1ccc(OC)c(S(=O)(=O)NCCCN2CCOCC2)c1,-12,0,5,1,-2,2.5,-7,-3,1,-7

# Reprinted at random: 4 entries already listed, in no set order.
SMILES,TDP2 inh,UHRF1 binding,LEDGF integ inh,TCR-CD3 inh,ABHD4 inh,PG9 Ab binder,PRMT1 FP inh,HTRA1 inh,DDE Tn7 FP inh,SIAE inh
CCc1nc2c(OCc3ccc(F)cc3)cccn2c1N(C)C(=O)c1ccncc1,3,-2,-4,5,10,-0.8,-3,·,-5,-1
CCOC(=O)[C@@H]1[C@H]2COc3ccc(Br)cc3[C@@H]2N2C(=O)N(c3ccc(Br)cc3)C(=O)[C@]12C,6,7,1,1,-10,0.7,0,1,0,-9
Oc1ccc(N=Nc2c(O)ccc3ccccc23)cc1,-12,-1,-1,-10,19,-2.4,4,63*,-1,13
COc1ccc(OC)c(S(=O)(=O)NCCCN2CCOCC2)c1,-12,0,5,1,-2,2.5,-7,-3,1,-7

# Part of the list above, showing only DDE Tn7 FP inh.
Molecule,DDE Tn7 FP inh
COc1ccc(Cl)cc1C(=O)NNC(=S)NC(=O)c1cc(-c2ccc(Cl)cc2)nc2ccccc12,-5
COc1ccc(C(=O)NNC(=O)C23CC4CC(CC(C4)C2)C3)cc1OC,-5

# 4 compounds from above, arranged by the number in LEDGF integ inh, smallest number first:
molecule	TDP2 inh	UHRF1 binding	LEDGF integ inh	TCR-CD3 inh	PG9 Ab binder	PRMT1 FP inh	HTRA1 inh	SIAE inh
CCc1nc2c(OCc3ccc(F)cc3)cccn2c1N(C)C(=O)c1ccncc1	3	-2	-4	5	-0.8	-3	·	-1
COc1ccc(Cl)cc1C(=O)NNC(=S)NC(=O)c1cc(-c2ccc(Cl)cc2)nc2ccccc12	-8	1	-1	2	-1.6	0	4	1
CNc1cc(-n2nc(C)cc2-c2ccccc2)ncn1	-1	1	1	-3	-1.0	1	-4	11
Cc1nn(-c2ccccc2)c(-c2ccccc2[N+](=O)[O-])c1C(=O)O	3	4	6	-8	2.9	7	·	-10

# Returning to the listing, starting 2 compounds before the break.
SMILES,TDP2 inh,UHRF1 binding,LEDGF integ inh,TCR-CD3 inh,ABHD4 inh,PG9 Ab binder,PRMT1 FP inh,HTRA1 inh,DDE Tn7 FP inh,SIAE inh
Cc1cccc(C)c1NC(=O)CN(C)C(=O)C1CC(=O)N(c2cccc3ccccc23)C1 (centres undefined),5,0,1,5,-3,-3.4,-5,6,2,7
COc1ccc(OC)c(S(=O)(=O)NCCCN2CCOCC2)c1,-12,0,5,1,-2,2.5,-7,-3,1,-7
O=C(CSc1nc(=O)n2ccccc2n1)NCc1ccccc1Cl,-13,0,-2,-7,5,-0.3,0,0,0,-6
COc1ccc(-c2nc(NC(=O)CSc3nnc4ccccn34)ns2)cc1,-3,-2,0,13,1,0.4,2,·,-6,-10
Nn1c(-c2cccs2)nc2sc3c(c2c1=O)CCCC3,7,-6,-1,0,-12,1.1,1,-28,-4,-8
Cn1c2ccccc2c2cnn(CC(=O)Nc3ccc(Cl)cc3)c(=O)c21,6,6,-5,-8,-8,2.8,2,-11,4,-16
COc1ccc(CCN2C(=S)N(c3ccc(Cl)cc3)C(=O)C2CC(N)=O)cc1OC (centres undefined),-12,-1,-2,6,-14,0.5,4,3,5,-3
Cc1cc[n+](C(C)C(=O)c2ccc(Cl)cc2)cc1 (centres undefined),4,0,2,12,-1,-2.7,-1,0,-10,-3
O=C(O)C1=C[C@H](c2ccc3c(c2)OCO3)C[C@H](OCc2ccc(CO)cc2)O1,-3,2,0,-5,-9,-0.1,7,-5,2,-9
Nn1c(Cc2ccc(Br)cc2)n[nH]c1=S,7,-2,0,0,3,1.1,8,-1,-3,5
CCOC(=O)[C@@]12CN(C(=O)OC(C)(C)C)CC=C1N(Cc1ccc(OC)cc1)C(=O)[C@H]2CC(=O)NCC1CCCCC1,3,-1,-1,·,10,·,1,·,1,1
Cc1ccc(CN2[C@@H](c3ccccc3)COCCS2(=O)=O)cc1,5,-1,-1,7,-4,-0.8,-4,-11,0,-3
CNc1nc(N/N=C/c2ccc([N+](=O)[O-])cc2)nc(Nc2ccccc2)n1,7,0,2,-4,2,0.5,-2,-11,2,-8
CCOC(=O)C1CN(S(=O)(=O)c2cccc(C(F)(F)F)c2)c2cc(CC(=O)OC)ccc2O1 (centres undefined),4,0,-2,3,-16,-1.5,1,-15,5,-3
COc1ccc(CNC(=O)c2c(O)c3cccc4c3n(c2=O)CCC4)cc1,-5,8,-10,-7,-12,1.4,1,1,4,3
Cc1ccc(NC(=O)c2ccc3c(c2)CCN3S(C)(=O)=O)c(C)c1,0,1,2,0,2,0.5,0,0,2,-6
CC1(C(=O)NCc2ccccc2)Cc2c(-c3ccc4c(c3)OCO4)ccnc2O1 (centres undefined),15,-1,-2,-1,-2,-0.5,-2,·,2,-1
COc1ccc(N(CC(=O)NCCSC2CCCCC2)S(C)(=O)=O)c(OC)c1,9,-2,3,7,-3,-0.6,-2,2,6,-5
O=C(CSc1nc2ccccc2c(=O)n1CC1CCCO1)Nc1ccc(F)cc1 (centres undefined),-2,2,1,0,1,-1.7,0,-2,-6,0
COc1ccc(N(CC(=O)NCc2ccc(F)cc2)C(=O)CCC(=O)Nc2ccccn2)cc1,22,-2,3,7,-1,-0.9,-2,-6,-1,-6
Cc1cccc(C(=O)OCC(=O)NC2CCCCCCC2)c1,-22,1,8,-8,-10,1.4,-6,-10,3,-10
CCOC(=O)CSc1nnc(C)c(=O)[nH]1,5,-1,0,2,3,-0.5,-3,-1,-1,8
Fc1ccc(NC(=S)N2CCSC2c2cccs2)cc1 (centres undefined),-12,1,4,-6,-3,-0.1,53*,2,-8,6
O=C(COc1ccccc1Cl)Nc1cc(Cl)ccc1O,-3,-1,-2,-6,-4,-1.7,0,2,5,-3
Cc1nnc(SCC(=O)Nc2nccs2)s1,5,4,0,5,1,-1.6,-1,1,4,6
O=C(Cc1c[nH]c2ccccc12)N1CCN(S(=O)(=O)c2cccc(Cl)c2Cl)CC1,-3,0,-2,-3,-2,-1.1,5,-15,-2,-1
CC(O)CCc1nc2ccc(C(=O)O)cc2[nH]1 (centres undefined),-7,5,2,-1,-6,0.5,4,-1,-3,0
Cc1cc(N2CCN(C)CC2)ccc1NC(=O)c1cccc(S(=O)(=O)N2CCc3ccccc3C2)c1,-12,3,0,-1,6,0.6,3,-3,4,1
COc1ccc(/C(N)=N/OC(=O)N2CCOCC2)cc1,0,5,2,-8,-6,-1.1,-2,-2,4,6
Cc1ccccc1C(=O)Nc1cccc(C(=O)N/N=C/c2ccc3c(c2)OCO3)c1,-2,2,0,0,-16,-0.2,4,-28,3,-7
